Screens (PubChem BioAssay)
GDH-TPI counter = GDH-TPI coupled enzyme inhibition counter-screen | GDH-TPI coupled enzyme counterscreen, NADH absorbance | inhibition, % at 4.8 µM | actives 1.2% (n = 360,000); in the data active = inhibition above about 30%;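 note: 0% = DMSO wells and 100% = wells lacking the enzyme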
BoNT-F LC inh = inhibitors of Botulinum neurotoxin F light chain protease | inhibition, % at 10 µM | actives 0.22% (n = 360,000) | Multiplex microsphere protease cleavage assay, flow cytometry; in the data active = inhibition above about 35%, passing the limit was not always enough; inconclusive = no clear call, values can overlap the other calls; note: plate controls were buffer without enzyme for full effect and enzyme alone for no effect
Mtb FBA inh = Mtb fructose-bisphosphate aldolase inhibition; actives 2.3% (n = 360,000); AID 588726; inhibition, % at 1 µM; P9WQA3; purified M. tuberculosis FBA, fluorescence read-out; in the data active = inhibition above about 27%;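 note: 0% = vehicle and 100% = reference inhibitor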
Target sequence (P9WQA3 whole entry, looked up): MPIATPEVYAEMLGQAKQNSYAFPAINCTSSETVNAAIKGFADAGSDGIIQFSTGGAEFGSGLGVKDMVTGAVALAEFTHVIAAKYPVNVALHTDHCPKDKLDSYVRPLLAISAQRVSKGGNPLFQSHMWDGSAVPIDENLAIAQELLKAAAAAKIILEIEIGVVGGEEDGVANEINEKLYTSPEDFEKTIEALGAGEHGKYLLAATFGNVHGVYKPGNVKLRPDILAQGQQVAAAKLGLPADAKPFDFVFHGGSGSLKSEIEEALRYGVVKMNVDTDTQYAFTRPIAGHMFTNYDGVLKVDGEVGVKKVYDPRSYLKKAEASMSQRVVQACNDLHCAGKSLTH
BoNT-A LC inh2 = blocks Botulinum neurotoxin A light chain protease. inhibition, % at 10 µM. actives 0.17% (n = 360,000). multiplex microsphere protease substrate cleavage, flow cytometry; note: plate controls were buffer without enzyme for full effect and enzyme alone for no effect
Anthrax LF inh2 = inhibitors of Bacillus anthracis lethal factor protease; multiplex microsphere protease cleavage assay, LF; inhibition, % at 10 µM; actives 0.12% (n = 360,000); note: plate controls were buffer without enzyme for full effect and enzyme alone for no effect
UGM FP inh = inhibitors of M. tuberculosis UDP-galactopyranose mutase; actives 0.06% (n = 320,000); inhibition, % at 10 µM; P9WIQ1; AID 504406; purified UGM, fluorescence polarization probe displacement; in the data active = inhibition above about 10%, passing the limit was not always enough; inconclusive = no clear call, values can overlap the other calls
Target sequence (P9WIQ1 whole entry, looked up): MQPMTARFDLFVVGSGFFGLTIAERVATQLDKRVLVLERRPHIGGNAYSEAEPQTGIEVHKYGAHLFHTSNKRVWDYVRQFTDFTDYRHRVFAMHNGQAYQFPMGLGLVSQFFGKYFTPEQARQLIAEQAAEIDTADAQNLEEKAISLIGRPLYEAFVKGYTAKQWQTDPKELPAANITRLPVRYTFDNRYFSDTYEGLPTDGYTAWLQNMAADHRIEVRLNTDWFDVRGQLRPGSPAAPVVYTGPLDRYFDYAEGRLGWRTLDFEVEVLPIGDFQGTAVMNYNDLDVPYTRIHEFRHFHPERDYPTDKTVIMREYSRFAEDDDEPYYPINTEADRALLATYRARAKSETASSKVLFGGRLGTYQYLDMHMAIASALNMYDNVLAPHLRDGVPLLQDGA
FadD28 binding = inhibitors of Mycobacterium tuberculosis FadD28 bisubstrate binding; inhibition, % at 12.5 µM; actives 0.22% (n = 360,000); FadD28 bisubstrate probe binding, fluorescence polarization; in the data active = inhibition above about 8.5%, passing the limit was not always enough; inconclusive = no clear call, values can overlap the other calls
PfHsp40 rescue = compounds rescuing yeast from Plasmodium falciparum HSP40 toxicity; S. cerevisiae expressing PfHsp40, growth rescue, ATP luminescence; growth rescue, % at 12.5 µM; actives 0.68% (n = 340,000); AID 504582; in the data active = growth rescue above about 28%, passing the limit was not always enough; inconclusive = no clear call, values can overlap the other calls;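 note: yeast W303a lacking pdr1 and pdr3 grown in galactose medium; growth measured after three days at 30 °C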
BioA inh = BioA (M. tuberculosis) enzyme inhibition | AID 602481 | purified M. tuberculosis BioA enzyme, plate reader | actives 0.096% (n = 360,000) | inhibition, % at 9.99 µM; in the data active = inhibition above about 40%; inconclusive = no clear call, values can overlap the other calls
The depositor's hits bear a star; ? = inconclusive; nt = not tested or not shown; & = joins results of further samples. Cut-off read from the data, not from the text of the source, unless noted: active = inhibition above about 30%; inconclusive = no clear call, values can overlap the other calls; inactive = below that.

SMILES	GDH-TPI counter	BoNT-F LC inh	Mtb FBA inh	BoNT-A LC inh2	Anthrax LF inh2	UGM FP inh	FadD28 binding	PfHsp40 rescue	BioA inh
COc1ccc(Cl)cc1NC(=O)C(=O)NCc1ccncc1	11	-15	-1	-2.0	-2	0.6	-1.8	-0.6	nt
COc1cc(-c2cc(N)n(S(=O)(=O)c3ccccc3)n2)cc(OC)c1OC	-2	-13	0	-0.8	-5	-0.8	-2.3	0.8	1.4
O=C(O)CCCNC(=O)CCn1nnc2ccccc2c1=O	-9	-4	-1	-0.8	-2	1.3	-2.2	-0.7	-1.2
C#CCCC/C(=C\C(=O)N(C)[C@H](C(=O)N(C)[C@H](C(=O)N(C)[C@H](C(=O)N(C)[C@H](C(N)=O)C(C)C)C(C)C)C(C)C)C(C)C)OC	-5	-3	0	-0.8	2	nt	-3.6	-0.4	0.1
CN(C(=O)c1ccc(S(=O)(=O)N2CCCC2)cc1)C1CCS(=O)(=O)C1 (stereo unspecified)	-6	2	5	-2.7	5	0.6	-1.7	-0.9	-6.1
O=C(CCCC(=O)N(c1cccc(F)c1)C(C(=O)NC1CCCC1)c1ccc(O)cc1)Nc1ccccn1 (stereo unspecified)	7	1	2	-0.4	0	0.2	nt	-0.9	0.4
COc1cc(-c2nc3c4ccccc4nc(=S)n3[nH]2)cc(OC)c1OC	9	?	0	0.9	24	-1.7	-4.6	-1.6	-0.3
COc1cccc(CN2CCN(CC(=O)NCCc3ccccc3)CC2)c1	0	-3	0	2.7	1	0.4	-1.1	0.6	-1.2
CCOc1ccccc1C(=O)NC(C(=O)Nc1cccc(S(N)(=O)=O)c1)C(C)C (stereo unspecified)	4	-3	0	0.3	-1	0.3	-3.0	0.7	0.0
CCCNC(=O)COc1ncnc2sccc12	15	0	5	0.4	-5	0.2	-1.1	0.1	-3.1
CCc1ccc2oc(=O)cc(CN3CCCCC3C)c2c1 (stereo unspecified)	-4	2	2	-0.4	-4	-2.1	-2.0	-1.1	1.3
COc1ccccc1NC(=O)C(C)OC(=O)CSCC(=O)Nc1cc(C)on1 (stereo unspecified)	-6	-4	0	-3.1	-2	0.3	-3.3	-1.0	1.3
O=C(O)CCN1CCc2ccccc21	0	5	2	0.6	1	-0.7	0.8	-1.5	0.7
Cc1ccccc1S(=O)(=O)Oc1ccc2ccc(O)cc2c1	-18	?	0	1.2	4	-0.2	-3.3	2.6	0.1
Cc1cc(C)cc(NC(=O)C(OC(=O)c2sccc2C)c2ccccc2)c1 (stereo unspecified)	-4	-6	2	0.5	1	-0.6	-3.3	2.9	nt
COC(=O)CSC1=C(C#N)C(c2ccc(C)cc2)C2=C(CCCC2=O)N1 (stereo unspecified)	0	1	-3	0.5	-4	-1.4	-1.6	-0.6	16
Cc1c(C)c2c(OCC(=O)NCC(C)C)cc3c(c2oc1=O)CCC(C)(C)O3	-7	6	57*	0.2	-3	-0.9	-4.2	-0.2	-3.5
Cc1cc(-c2ccccc2)n(-c2ccccc2)n1	6	-10	3	-5.8	-8	-1.4	0.4	-0.8	-4.0
CCN(C(=O)COC(=O)CN1C(=O)c2ccccc2C1=O)c1ccccc1	1	-2	-1	-0.2	-2	-2.2	-3.2	-2.1	0.8
COc1ccc(/C=N/NC(=O)c2ccccc2Cl)cc1CSc1nc2ccccc2s1	7	6	3	-0.7	3	1.4	-1.9	-0.1	-0.8
CCCC1NC(=O)c2cccnc2-n2c1nc1ccccc1c2=O (stereo unspecified)	7	-2	1	-0.3	1	nt	-0.8	nt	-0.5
O=C(O)CCSc1nc2ccccc2n1-c1ccccc1	2	-13	1	-3.4	-7	2.3	-0.3	0.5	0.1
COc1cccc(CNS(=O)(=O)c2cc3c(cc2C)NC(=O)CO3)c1	2	-7	2	-0.9	-2	-4.5	-1.2	-0.3	-2.7
Cc1ccccc1NS(=O)(=O)c1nnc(NC(=O)CC(C)C)s1	1	9	1	-2.1	0	1.5	nt	-0.2	-2.6
O=C(c1ccc(Br)o1)N1CCN(c2ncccn2)CC1	9	27	-4	0.2	6	2.8	1.1	-0.1	-0.4

Three of these compounds in a different format.
Results follow in this order: GDH-TPI counter, BoNT-F LC inh, Mtb FBA inh, BoNT-A LC inh2, Anthrax LF inh2, UGM FP inh, FadD28 binding, PfHsp40 rescue, BioA inh
> Cc1ccccc1NS(=O)(=O)c1nnc(NC(=O)CC(C)C)s1
    1, 9, 1, -2.1, 0, 1.5, nt, -0.2, -2.6
> CCN(C(=O)COC(=O)CN1C(=O)c2ccccc2C1=O)c1ccccc1
    1, -2, -1, -0.2, -2, -2.2, -3.2, -2.1, 0.8
> Cc1c(C)c2c(OCC(=O)NCC(C)C)cc3c(c2oc1=O)CCC(C)(C)O3
    -7, 6, 57*, 0.2, -3, -0.9, -4.2, -0.2, -3.5

More entries.
SMILES	GDH-TPI counter	BoNT-F LC inh	Mtb FBA inh	BoNT-A LC inh2	Anthrax LF inh2	UGM FP inh	FadD28 binding	PfHsp40 rescue	BioA inh
Cc1c(C(=O)Nc2ccc(N3CCOCC3)cc2)oc2ccccc12	30	-3	-2	-1.0	-8	0.0	1.0	2.8	1.3
CCC(=O)Nc1ccc(S(=O)(=O)N2CCN(c3ccc(F)cc3)CC2)cc1	4	4	1	1.8	-4	-1.8	0.9	-1.3	nt
COc1ccc(C(=O)O/N=C(\N)c2ccc(Cl)cc2)cc1	5	17	0	1.6	13	3.6	1.2	nt	1.1
O=C(Cc1ccc(Cl)cc1Cl)Nc1ccncc1	4	-3	-1	1.1	-1	2.2	2.8	1.0	-2.0
COc1ccc(N2C(=O)C(F)(F)C2c2cccc(F)c2)cc1 (stereo unspecified)	1	-2	4	-0.8	-8	2.0	-4.8	-2.2	nt
COc1ccc(OC)c(S(=O)(=O)n2nc(-c3ccccc3)cc2N)c1	-6	-8	0	-0.3	4	3.0	-0.7	0.5	1.5
COc1cccc(-c2nnc(NC(=O)c3ccc(S(=O)(=O)N(CC(C)C)CC(C)C)cc3)o2)c1	2	3	1	-0.7	-1	0.1	0.6	-0.2	-0.8
Fc1ccc(CNC(=S)Nc2ccccc2F)cc1	26	nt	-4	nt	nt	1.1	-0.4	-1.1	-0.4
COc1ccc(S(=O)(=O)N(CC(=O)Nc2ccc(S(=O)(=O)N3CCOCC3)cc2)Cc2ccc(F)cc2)cc1	-1	-6	1	0.2	-6	0.3	-10	1.1	-1.7
O=C(N/N=C\c1ccc[nH]1)c1cncc(Br)c1	26	-4	4	-3.5	0	-1.0	0.8	-0.5	-2.4
CCOC(=O)c1c(NC(=O)Cn2c(C)nc3ccccc32)sc2c1CCC2	-1	-6	3	-0.4	4	-2.2	0.2	-0.1	0.4
O=C(C[n+]1cccc(CNC(=O)c2ccc(OC(F)F)cc2)c1)Nc1ccccc1Cl	8	-3	2	-0.2	1	0.6	0.6	-1.2	-1.3
CCOC(=O)c1sc(NC(=O)c2ccc(S(=O)(=O)N3CCOCC3)cc2)nc1-c1ccccc1	17	-2	1	0.2	-2	3.3	-1.8	-0.7	nt
CC(C)CNC(=O)COC(=O)c1c2c(nc3ccccc13)/C(=C\c1cccs1)CC2	16	9	7	12	13	nt	nt	-1.5	-1.3
COc1ccc(-c2cc(=O)oc3c(C)c(OCC(=O)Nc4cccnc4)ccc23)cc1	10	2	1	-0.3	-1	0.4	0.7	-2.1	-1.2
CC(=O)c1ccc(OCC(O)CN2C(C)(C)CC(O)CC2(C)C)cc1 (stereo unspecified)	-1	-4	-1	-0.3	-5	-0.7	-0.3	-1.4	-0.6
Cc1cc(C)n(-c2cccc(Cl)c2)c(=O)c1C#N	13	-9	1	-0.4	-6	1.4	-2.0	1.8	-0.8
Cc1cc(C)nc(N/N=C/C2=C(N3CCOCC3)C(=C/c3ccccc3)/CC2)n1	32*	-5	0	0.3	-2	0.9	-1.0	10	0.0
COc1ccc(N2CCN(c3ncnc4scc(-c5ccc(F)cc5)c34)CC2)cc1	7	nt	1	nt	nt	-0.1	-2.9	0.0	-0.5
COc1ccc(CCN2C(=O)NC(NS(=O)(=O)c3ccc(N)cc3)(C(F)(F)F)C2=O)cc1OC (stereo unspecified)	1	3	-4	0.2	0	1.3	-4.0	-0.9	nt
CC(=O)SC1CC(=O)N(c2c(C)cccc2C)C1=O (stereo unspecified)	-3	-22	2	-11	-6	-1.5	0.0	-1.0	0.0
COc1ccc(CN(Cc2ccc(C(=O)O)cc2)C(=S)Nc2ccccc2F)cc1OC	-1	-6	1	-1.1	3	-1.1	-0.6	-0.4	-3.5
Cc1ccc(S(=O)(=O)n2nnc3ccccc32)c(C)c1C	-4	-9	5	-1.3	1	0.3	1.8	-0.3	nt
O=C(COC(=O)/C=C/c1ccc(OC(F)F)cc1)NC1CCCCCC1	14	-3	4	-0.2	2	-0.1	1.0	-0.9	-0.3
Cc1ccc(Cn2c(CCNc3nc(-c4ccc(C)cc4)cs3)nc3cc(C(=O)NCCCO)ccc32)cc1	3	-11	-3	-0.5	-13	4.5	-6.6	-1.3	-0.4

Next section.
SMILES	GDH-TPI counter	BoNT-F LC inh	Mtb FBA inh	BoNT-A LC inh2	Anthrax LF inh2	UGM FP inh	FadD28 binding	PfHsp40 rescue	BioA inh
COc1cc(/C=N/NC(=O)C(=O)N2CCCCCC2)ccc1O	7	-4	0	0.3	0	-0.3	0.7	-0.5	1.2
CCCCNC(=O)c1ccc(NS(=O)(=O)c2ccc3[nH]c(=O)[nH]c3c2)cc1	0	-8	1	-1.6	1	-4.4	-0.3	0.9	-1.9
N#Cc1ccc(NC(=O)COC(=O)CCNS(=O)(=O)c2ccccc2)cc1	10	4	0	0.6	1	-3.9	-0.4	1.0	-0.8
CN(C)c1ccc(CNS(=O)(=O)c2csc(C(N)=O)c2)cc1	9	4	-2	1.1	-1	-0.9	-0.2	-1.0	-0.7
CCOC(=O)c1ccccc1NC(=O)CCNC(=O)Cn1cnc2ccccc2c1=O	5	-19	2	0.1	0	-1.1	0.0	-0.6	-0.5
COc1c(C)cc(C(=O)C2CCCN(Cc3c(C)n(C)n(-c4ccccc4)c3=O)C2)cc1C (stereo unspecified)	6	-3	1	-1.6	-6	-0.2	-1.1	-1.4	nt
Cc1ccc(NC(=O)Cn2c(/C=C/c3ccccc3)nc3ccccc32)cc1C	10	nt	29*	nt	nt	0.4	0.4	-0.1	-0.9
CC(C)CCNC(=O)C(C)N(C(=O)c1snc(C(N)=O)c1N)c1cnc2ccccc2c1 (stereo unspecified)	2	-2	1	1.1	3	1.2	-2.7	-1.6	20
CCOC(=O)C1CCN(C(=O)CNC(=O)c2nn(-c3ccc(OC)c(Cl)c3)c(=O)c3ccccc23)CC1	-2	-6	1	-2.6	-2	0.9	-2.7	-0.3	0.1
CC1CCN(S(=O)(=O)c2ccc(S(=O)(=O)N3CCCC3)cc2)CC1	-2	6	2	0.2	1	-1.8	nt	0.4	0.5
COc1cccc(OCCNc2cc(N3CCOCC3)ccc2[N+](=O)[O-])c1	-7	-3	-10	0.9	-1	1.6	-4.4	2.6	nt
COc1ccccc1NC(=O)CSc1nnc(-c2ccc(C)cc2)o1	-21	6	-1	2.3	0	1.4	-6.6	-0.8	-1.1
Cc1ccc(C)c(NC(=O)C2CC3c4ccccc4C2c2ccccc23)c1 (stereo unspecified)	-3	1	2	-0.1	-3	1.6	-4.9	-0.5	-0.8
Cc1noc(C)c1COc1ccc(C(=O)N(C)CCOc2ccccc2)cc1	3	-6	0	1.2	-3	-2.5	-1.7	2.5	1.1
O=C(CS(=O)(=O)c1ccccc1)N1CCN(c2ccccc2)CC1	3	8	-2	4.4	0	-0.1	-2.6	0.3	9.4
O=C(O)CC(NS(=O)(=O)c1cccc2nsnc12)c1ccc(F)cc1 (stereo unspecified)	-1	-4	2	-1.1	-2	2.1	-1.8	-0.3	0.6
O=C(NC1CC1)C1=C[C@H](c2coc3ccccc3c2=O)C[C@H](OCc2ccc(CO)cc2)O1	-12	2	1	-0.1	4	2.5	-3.1	3.0	-0.6&0.9
O=C1CCN(C(=O)c2ccccc2)c2ccccc21	1	-3	-4	-0.4	5	nt	-4.5	nt	-1.0
CCCOc1ccc(C(=O)NCC(c2cccs2)N(C)C)cc1OC (stereo unspecified)	2	4	-1	2.4	1	-2.1	-4.1	2.0	nt
